Screens: PubChem, Broad Institute
Mtb BioA inh – M. tuberculosis BioA enzyme inhibitors, primary screen, biochemical, plate reader, single point, HTS. purified M. tuberculosis BioA enzyme. inhibition, % at 9.99 µM. 7,8-diaminopelargonic acid synthase BioA (Mycobacterium tuberculosis). 0.096% of 360,000 active. AID 602481, 2012; in the data active means inhibition above about 40%
Numbers without * were called inactive. These rows are one share of the data; the hit share may differ from the screen's.

SMILES	Mtb BioA inh
COCC(=O)Nc1ccc2c(c1)C(=O)N(C)[C@@H]1CC[C@@H](CC(=O)NCC3CC3)O[C@H]1CO2	-2.7
C[C@H](CO)N1C[C@H](C)[C@H](CN(C)C)OCCCC[C@H](C)Oc2ccc(NS(C)(=O)=O)cc2C1=O	-0.7
O=C(C[C@@H]1C[C@H]2c3cc(NS(=O)(=O)c4ccc(F)cc4)ccc3O[C@H]2[C@@H](CO)O1)NCc1ccc(-c2ccccc2)cc1	-1.5
O=S(=O)(N[C@@H]1CC[C@@H](CCn2cc(-c3ccccc3F)nn2)O[C@@H]1CO)c1ccc(Cl)cc1	-3.3
CC(=O)N(C)C[C@@H]1Oc2cc(C#Cc3ccc(F)cc3)ccc2S(=O)(=O)N([C@@H](C)CO)C[C@@H]1C	0.8
COc1ccc(S(=O)(=O)N(C)C[C@H]2OCCCC[C@H](C)Oc3ccc(NS(=O)(=O)c4c(C)noc4C)cc3C(=O)N([C@@H](C)CO)C[C@@H]2C)cc1	-0.2
COCC(=O)N(C)C[C@@H]1Oc2ncc(-c3ccc(F)cc3)cc2C(=O)N([C@@H](C)CO)C[C@@H]1C	-1.9
COc1cccc(C#Cc2ccc([C@@H]3[C@@H](CO)N(C(=O)C4CCCCC4)[C@H]3C#N)cc2)c1	-2.9
CCNC(=O)C[C@@H]1CC[C@@H]2[C@@H](COc3ccc(NC(=O)c4ccccc4Cl)cc3C(=O)N2C)O1	0.4
COc1ccc(S(=O)(=O)N(C)C[C@H]2OCCCC[C@H](C)Oc3ccc(NC(=O)CCCN(C)C)cc3C(=O)N([C@H](C)CO)C[C@H]2C)cc1	-0.2
CC(=O)N(C)C[C@H]1Oc2cc(C#CCC3CCCC3)ccc2S(=O)(=O)N([C@@H](C)CO)C[C@@H]1C	2.7
C[C@@H]1CCCCO[C@H](CN(C)C(=O)Nc2cccc3ccccc23)[C@H](C)CN([C@@H](C)CO)C(=O)c2cc(NS(=O)(=O)c3ccc(F)cc3)ccc2O1	-0.2
COc1cccc(C#Cc2ccc3c(c2)[C@@H]2[C@@H](CCN2C(=O)c2ccccc2F)[C@@H](CO)N3)c1	0.2
Cc1ccc(S(=O)(=O)N[C@@H]2C=C[C@@H](CC(=O)N3CCN(c4ccccc4)CC3)O[C@@H]2CO)cc1	3.2
C[C@@H]1CN([C@H](C)CO)C(=O)c2cc(-c3ccccc3)cnc2O[C@@H]1CN(C)C(=O)c1ccccn1	-0.8

Exported as labelled records: entries from further up
COCC(=O)Nc1ccc2c(c1)C(=O)N(C)[C@@H]1CC[C@@H](CC(=O)NCC3CC3)O[C@H]1CO2
- Mtb BioA inh: -2.7
C[C@H](CO)N1C[C@H](C)[C@H](CN(C)C)OCCCC[C@H](C)Oc2ccc(NS(C)(=O)=O)cc2C1=O
- Mtb BioA inh: -0.7
O=C(C[C@@H]1C[C@H]2c3cc(NS(=O)(=O)c4ccc(F)cc4)ccc3O[C@H]2[C@@H](CO)O1)NCc1ccc(-c2ccccc2)cc1
- Mtb BioA inh: -1.5
O=S(=O)(N[C@@H]1CC[C@@H](CCn2cc(-c3ccccc3F)nn2)O[C@@H]1CO)c1ccc(Cl)cc1
- Mtb BioA inh: -3.3

Carrying on:
SMILES	Mtb BioA inh
C[C@@H]1CN([C@H](C)CO)C(=O)c2cc(NC(=O)C3CCCCC3)ccc2O[C@@H]1CN(C)C(=O)Nc1ccccc1	-2.8
CC(C)C#Cc1ccc2c(c1)O[C@@H](CN(C)C(=O)c1cccc(F)c1)[C@@H](C)CN([C@@H](C)CO)S2(=O)=O	6.2
C[C@@H]1CN([C@@H](C)CO)C(=O)c2cc(NS(=O)(=O)c3ccccc3)ccc2O[C@@H]1CN(C)Cc1ccc(Cl)c(Cl)c1	3.5
CC(=O)Nc1ccc2c(c1)C(=O)N(C)[C@H]1CC[C@H](CC(=O)Nc3ccc(C)cc3)O[C@@H]1CO2	4.7
COc1ccc(NC(=O)N(C)C[C@H]2Oc3ccc(NC(=O)CCCN(C)C)cc3C(=O)N([C@@H](C)CO)C[C@H]2C)cc1	-0.9
C[C@H]1CCCCO[C@H](CN(C)C(=O)Nc2ccc(C(F)(F)F)cc2)[C@@H](C)CN([C@@H](C)CO)C(=O)c2cc(NC(=O)Nc3ccc(F)cc3)ccc2O1	-3.7
COc1ccccc1NC(=O)N[C@@H]1CC[C@@H](CCNS(=O)(=O)c2ccc(Cl)cc2)O[C@H]1CO	1.3
C[C@H]1CN([C@@H](C)CO)C(=O)Cc2cc(NC(=O)Cc3cn(C)c4ccccc34)ccc2O[C@@H]1CN(C)Cc1ccccc1	-0.9
O=C(Nc1ccc(F)cc1)N[C@@H]1C=C[C@H](CC(=O)N2CCOCC2)O[C@H]1CO	-1.1
CC(C)NC(=O)Nc1ccc2c(c1)C(=O)N([C@@H](C)CO)C[C@@H](C)[C@H](CN(C)C(=O)c1ccncc1)OCCCC[C@@H](C)O2	-1.6
C[C@@H]1CN([C@H](C)CO)C(=O)c2cc(NS(=O)(=O)c3ccc(F)cc3)ccc2O[C@@H](C)CCCCO[C@@H]1CN(C)C(=O)Cc1ccccc1	-0.5
C[C@@H]1CCCCO[C@@H](CN(C)S(=O)(=O)c2cccs2)[C@H](C)CN([C@H](C)CO)C(=O)c2cc(NC(=O)Nc3ccc(F)cc3)ccc2O1	-2.2
CCCNC(=O)N1C[C@H](O)COC[C@H]2O[C@@H](CC(=O)N3CCC(Cc4ccccc4)CC3)CC[C@@H]21	0.6
Cc1noc(C)c1NC(=O)N(C)C[C@@H]1Oc2ncc(C#CC(C)C)cc2C(=O)N([C@H](C)CO)C[C@@H]1C	-0.1
COCC(=O)N(C)C[C@@H]1Oc2ncc(/C=C/c3ccccc3)cc2C(=O)N([C@H](C)CO)C[C@@H]1C	0.8

Next section; it opens with the two that closed the last part.
SMILES	Mtb BioA inh
Cc1noc(C)c1NC(=O)N(C)C[C@@H]1Oc2ncc(C#CC(C)C)cc2C(=O)N([C@H](C)CO)C[C@@H]1C	-0.1
COCC(=O)N(C)C[C@@H]1Oc2ncc(/C=C/c3ccccc3)cc2C(=O)N([C@H](C)CO)C[C@@H]1C	0.8
CN(C)C(=O)C[C@@H]1C[C@@H]2c3cc(NC(=O)CC4CC4)ccc3O[C@@H]2[C@@H](CO)O1	0.8
C[C@@H]1CN([C@@H](C)CO)C(=O)c2cc(NS(=O)(=O)c3cccs3)ccc2O[C@@H]1CN(C)C(=O)Nc1ccc2c(c1)OCO2	-1.5
Cc1ccc(S(=O)(=O)Nc2ccc3c(c2)C(=O)N([C@H](C)CO)C[C@@H](C)[C@H](CN(C)C)OCCCC[C@H](C)O3)cc1	-3.2
CC(C)NC(=O)Nc1ccc2c(c1)C(=O)N([C@H](C)CO)C[C@@H](C)[C@@H](CN(C)Cc1ccc3c(c1)OCO3)OCCCC[C@H](C)O2	-2.5
C[C@@H]1CN([C@@H](C)CO)C(=O)c2cc(NC(=O)c3ccncc3)ccc2O[C@H]1CN(C)C(=O)Nc1ccc(C(F)(F)F)cc1	0.3
CN(C)C(=O)c1cccc(-c2ccc3c(c2)[C@@H]2[C@@H](CCN2C(=O)c2ccc4c(c2)OCO4)[C@H](CO)N3)c1	30.7
COCC#Cc1ccc2c(c1)O[C@@H](CN(C)Cc1ccccc1F)[C@@H](C)CN([C@@H](C)CO)S2(=O)=O	0.2
O=C(C[C@@H]1CC[C@@H](NS(=O)(=O)c2ccc(F)cc2)[C@@H](CO)O1)N1CCc2ccccc2C1	-3.3
C[C@@H]1CN([C@@H](C)CO)C(=O)c2cc(N(C)C)ccc2O[C@H]1CN(C)CC1CCCCC1	0.2
CS(=O)(=O)Nc1ccc2c(c1)[C@@H]1C[C@@H](CC(=O)NCCc3ccccc3)O[C@@H](CO)[C@@H]1O2	2.5
CC(C)NC(=O)N(C)C[C@H]1Oc2cc(C#CCN(C)C)ccc2S(=O)(=O)N([C@@H](C)CO)C[C@@H]1C	-0.8
C[C@H](O)C#Cc1cnc2c(c1)C(=O)N([C@@H](C)CO)C[C@H](C)[C@H](CN(C)C(=O)c1ccncc1)O2	1.6
CCCN(C)C[C@@H]1Oc2ncc(C#CC3CC3)cc2C(=O)N([C@H](C)CO)C[C@@H]1C	-0.8
CC(C)CC#Cc1cnc2c(c1)C(=O)N([C@H](C)CO)C[C@@H](C)[C@@H](CN(C)C(=O)c1ccc3c(c1)OCO3)O2	-4.1
CO[C@@H]1CN(C)C(=O)c2ccc(NC(=O)C3CCCC3)cc2OC[C@H](C)N(C)C[C@@H]1C	6.2

A stretch from the list above, as a working copy:
SMILES	Mtb BioA inh
C[C@H](O)C#Cc1cnc2c(c1)C(=O)N([C@@H](C)CO)C[C@H](C)[C@H](CN(C)C(=O)c1ccncc1)O2	1.6
CCCN(C)C[C@@H]1Oc2ncc(C#CC3CC3)cc2C(=O)N([C@H](C)CO)C[C@@H]1C	-0.8
CC(C)CC#Cc1cnc2c(c1)C(=O)N([C@H](C)CO)C[C@@H](C)[C@@H](CN(C)C(=O)c1ccc3c(c1)OCO3)O2	-4.1
CO[C@@H]1CN(C)C(=O)c2ccc(NC(=O)C3CCCC3)cc2OC[C@H](C)N(C)C[C@@H]1C	6.2

New compounds follow.
SMILES	Mtb BioA inh
O=S(=O)(c1cccc(F)c1)N1CC[C@H]2[C@H](CO)Nc3ccc(Br)cc3[C@H]21	2.6
C[C@@H]1CN([C@@H](C)CO)C(=O)c2cccc(NC(=O)NC3CCCCC3)c2O[C@@H]1CN(C)S(C)(=O)=O	-4.8
Cc1noc(C)c1S(=O)(=O)N(C)C[C@@H]1OCCCC[C@@H](C)Oc2ccc(NC(=O)Nc3ccc4c(c3)OCO4)cc2C(=O)N([C@@H](C)CO)C[C@H]1C	-0.9
C[C@@H]1CCCCO[C@H](CN(C)C(=O)C2CCCCC2)[C@H](C)CN([C@H](C)CO)C(=O)c2cc(NC(=O)Cc3ccccc3)ccc2O1	0.8
CCC(=O)Nc1ccc2c(c1)OC[C@@H](C)N(C(=O)Cc1cccnc1)C[C@H](C)[C@H](OC)CN(C)C2=O	0.1
C[C@@H]1CN([C@H](C)CO)C(=O)Cc2cc(NC(=O)C3CC3)ccc2O[C@@H]1CN(C)S(=O)(=O)c1cn(C)cn1	-1.7
C[C@@H]1CN([C@@H](C)CO)C(=O)c2cc(NC(=O)C3CCCCC3)ccc2O[C@@H](C)CCCCO[C@H]1CN(C)Cc1ccncc1	-0.1
COc1ccc(NC(=O)N(C)C[C@@H]2OCCCC[C@H](C)Oc3ccc(NC(=O)c4ccncc4)cc3C(=O)N([C@H](C)CO)C[C@H]2C)cc1	-1.5
C[C@H](CO)N1C[C@H](C)[C@H](CN(C)S(C)(=O)=O)OCCCC[C@H](C)Oc2ccc(NC(=O)Nc3ccc(C(F)(F)F)cc3)cc2C1=O	-2.0
CN(C)Cc1cn(CC[C@@H]2CC[C@H](NS(=O)(=O)c3ccc(-c4ccccc4)cc3)[C@H](CO)O2)nn1	1.3
C[C@H](CO)N1C[C@H](C)[C@H](CN(C)Cc2cncnc2)Oc2ncc(C#C[C@@H](C)O)cc2C1=O	1.1
COc1ccc(S(=O)(=O)N(C)C[C@@H]2Oc3c(NC(=O)NC4CCCCC4)cccc3C(=O)N([C@H](C)CO)C[C@@H]2C)cc1	2.8
C[C@H](CO)N1C[C@H](C)[C@H](CN(C)C(=O)NC2CCCCC2)Oc2c(NS(=O)(=O)c3ccccc3)cccc2C1=O	-1.8
CCCNC(=O)N(C)C[C@H]1Oc2ncc(C#CC3CC3)cc2C(=O)N([C@H](C)CO)C[C@H]1C	0.2
N#C[C@@H]1[C@@H](c2ccc(-c3ccc(F)cc3)cc2)[C@@H](CO)N1C(=O)Cc1ccccc1	0.1
COc1ccc(S(=O)(=O)Nc2ccc3c(c2)C(=O)N([C@@H](C)CO)C[C@H](C)[C@H](CN(C)S(=O)(=O)c2cccs2)OCCCC[C@@H](C)O3)cc1	2.5
COc1ccc(S(=O)(=O)N(C)C[C@@H]2Oc3c(NC(=O)NC(C)C)cccc3C(=O)N([C@@H](C)CO)C[C@H]2C)cc1	-1.4
CC(C)NC(=O)Nc1cccc2c1O[C@@H](CN(C)C(=O)NC(C)C)[C@H](C)CN([C@H](C)CO)C2=O	1.2
COc1ccc(CNC(=O)C[C@@H]2C=C[C@H](NS(=O)(=O)c3cccc(OC)c3)[C@H](CO)O2)cc1	2.1
COc1ccc(NC(=O)Nc2ccc3c(c2)C(=O)N([C@@H](C)CO)C[C@@H](C)[C@H](CN(C)Cc2ccccc2)OCCCC[C@H](C)O3)cc1	-0.5
CCC(=O)N(C)C[C@H]1Oc2cc(C#CCC3CCCC3)ccc2S(=O)(=O)N([C@H](C)CO)C[C@@H]1C	4.7
COc1ccc(NC(=O)Nc2ccc3c(c2)C(=O)N([C@@H](C)CO)C[C@@H](C)[C@H](CN(C)C(=O)Nc2ccc(C(F)(F)F)cc2)O3)cc1	-3.0
CC(=O)Nc1ccc2c(c1)C(=O)N(C)[C@@H]1CC[C@H](CC(=O)NCc3ccc4c(c3)OCO4)O[C@@H]1CO2	0.3
Cc1noc(C)c1NC(=O)Nc1ccc2c(c1)C(=O)N([C@H](C)CO)C[C@H](C)[C@H](CN(C)CC1CCCCC1)OCCCC[C@H](C)O2	2.9
O=C(C[C@@H]1CC[C@@H]2[C@H](COC[C@@H](O)CN2Cc2ccc(F)cc2)O1)NCc1ccncn1	-1.7
Cc1noc(C)c1S(=O)(=O)N(C)C[C@@H]1OCCCC[C@H](C)Oc2ccc(NC(=O)c3ccccc3)cc2C(=O)N([C@H](C)CO)C[C@@H]1C	0.7
CN(C[C@@H]1N[C@H](CO)[C@H]1c1ccccc1)C(=O)c1ccccn1	-1.5
CCC(=O)N[C@H]1CC[C@H](CCn2cc(-c3cccc(OC)c3)nn2)O[C@H]1CO	0.4
CCCC(=O)Nc1ccc2c(c1)C(=O)N(C)C[C@H](OC)[C@H](C)CN(Cc1ccc(-c3ccccn3)cc1)[C@@H](C)CO2	5.8
Cc1noc(C)c1S(=O)(=O)Nc1ccc2c(c1)CC(=O)N([C@H](C)CO)C[C@@H](C)[C@H](CN(C)S(=O)(=O)c1ccc(Cl)cc1)O2	1.3
CN1[C@H](C(=O)NCCN2CCCCC2)[C@@H](CO)[C@@H]2Cn3c(ccc(-c4ccc(F)cc4)c3=O)[C@@H]21	-1.8
CO[C@H]1CN(C)C(=O)c2cc(NC(=O)Cc3ccccc3)ccc2OC[C@@H](C)N(C)C[C@@H]1C	-1.8
C[C@H]1CN([C@@H](C)CO)S(=O)(=O)c2ccc(-c3ccncc3)cc2O[C@H]1CN(C)Cc1cncnc1	-2.4
